Compound activity deposited in PubChem by National Center for Advancing Translational Sciences (NCATS).
IkB sig inh = inhibitors of IkB signaling in ABC-DLBCL cells; 110,000 compounds, 0.04% hits; Potency, µM (titrated, usually from 57.1 µM), inactives show top-dose IkBa stabilization activation; AID 445; ABC-DLBCL IkBa-CBG/CBR dual luciferase ratio, 4 h; response scale: scaled: untreated 0%, proteasome inhibitor 100%; active means well fitted curve in the direction sought with a large enough effect in the signal ratio, not every such curve was filed as active; inconclusive means small, poorly fitted or top-dose-only effect, or a change in a side signal; the % refers to the signal ratio;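 further: the direction sought is a rising ratio; 0% = basal untreated cells and 100% = reference inhibitor full response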
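Curves were fitted separately to fusion (green), unfused (red) and ratio luminescence, then classed by r2, magnitude and activity. Cells: OCI-Ly3, 4 h compound plus doxycycline at 37C; 10 uM MG-132 defined full response.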
p53ts 32C tox = cytotoxicity in p53ts cells at permissive temperature | Potency, µM (highest dose often 46.1 µM), for the others: top-dose activity change, negative = cytotoxicity, usual class: cytotoxic | 130,000 compounds, 0.93% hits | H1299-p53A138V at 32C, ATP luminescence viability, 24 h;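 further: 0% = DMSO and -100% = full killing by reference compound; nearly all actives have a fitted effect of over 55% in size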
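ATP-content luminescence (ATPlite) read-out after 24 h compound exposure at 32C in H1299-p53A138V cells (600/well). Tested up to 46 uM. Normalized to DMSO (0%) and 100 uM tamoxifen (100% killing); Hill-fit AC50.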
p53ts 39C tox = kills p53ts cells at the nonpermissive temperature | H1299-p53A138V viability at 39C, ATP luminescence, 24 h | Potency, µM (top dose mostly 46.1 µM), for inactives: top-dose activity change, negative = cell killing, most hits filed as cytotoxic | 130,000 compounds, 1.5% hits; further: nearly all actives have a fitted effect of over 55% in size
Peg3 imprint = genomic imprint erasure induction | mouse ES Peg3-LacZ reporter, beta-gal luminescence, 40 h | 110,000 compounds, 0.02% hits | Potency, µM (series often up to 60.7 µM), inactives show at the highest dose activity change, positive = activation, hits mostly activators;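 further: 0% = negative control wells on the plate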
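Readout: BetaGlo luminescence (5 min, room temp) for LacZ from the normally silent maternal Peg3 allele in female Peg3LacZ-Neo ES cells. Cells 300/well, 40 h, 37C, 5% CO2. Data normalized per plate to negative controls.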
Starred values were filed as active, the others as inactive; ? = inconclusive; · = not tested or not shown; [ ] = remark or other dose. Unless noted, the call rests on the fitted dose curve; in most records, active means well fitted curve in the direction sought with a large enough effect; inconclusive means small, poorly fitted or top-dose-only effect, or another doubt; inactive means no such curve, though single readings can be large; an effect the other way counts as inactive or inconclusive. Unless noted, on the % scale 0 is the no-effect control and ±100 the full control effect; potency means the concentration at half of the fitted maximal effect.

SMILES	IkB sig inh	p53ts 32C tox	p53ts 39C tox	Peg3 imprint
CCOc1ccc(CC(=O)NCc2ccc3c(c2)CCN3C(C)=O)cc1OCC	-2.5%	8.0%	27.9%	0.9%[10.9 µM]
CCOC(=O)Cc1nc2ccccc2[nH]1	1.3%	-0.1%	14.5%	-0.2%
COc1cc(C(=O)N2CCN=C2c2ccccc2)cc(OC)c1OC	0.0%	-4.0%	-10.6%	-5.6%
Cc1ccc2nc3c(cc(C(=O)NCc4ccco4)c(=N)n3C(C)C)c(=O)n2c1	1.8%	-2.5%	11.8%	-8.2%[10.9 µM]
COC(=O)c1ccc(N2CCN(C)CC2)c(NC(=O)COc2ccc(OC)cc2)c1	0.1%	-5.9%	21.5%	8.1%
O=C1CC(=O)CC(c2ccccc2Cl)C1	2.5%	?	4.2%	-3.5%
O=C(NCc1ccc2c(c1)OCO2)c1cccc(S(=O)(=O)N2CCOCC2)c1	1.2%	6.7%	18.1%	-15.9%
O=C(Nc1ccc(S(=O)(=O)N(Cc2ccccc2)c2ccccc2)cc1)c1ccc(F)cc1	?	-5.2%	5.9%	-20.5%[10.9 µM]
CCCOC1(C(F)(F)F)NC(=O)N(c2ccc(Cl)cc2)C1=O (stereo not drawn)	-2.6%	8.1%	3.1%	2.3%[10.9 µM]
CC(C)(C)C(=O)Nc1cccc(-c2cn3cccnc3n2)c1	3.5%	-2.1%	-16.2%	26.0%[10.9 µM]
Cc1cccc2nc(Cn3c(=O)n(CCC(=O)NCc4ccco4)c(=O)c4sccc43)cc(=O)n12	-1.0%	23.1%	-2.9%	2.8%
Cn1c(CN2CCCC2)nc2cc(NC(=O)Nc3ccccc3)ccc21	?	-13.6%	-8.0%	-10.8%
O=C(NCc1ccco1)c1cnc2ccccn2c1=O	0.6%	4.3%	13.6%	-22.4%
c1cc2c3c(c1)ccc1cccc(c13)C2	-1.0%	5.2%[1.84 µM]	1.7%	-2.4%
COc1ccc(N2CCN(C(=O)Cc3c(C(=O)O)c(C)cn3C)CC2)cc1	1.2%	11.0%	-6.5%	4.6%[10.9 µM]
Cc1ccc(S(=O)(=O)N[C@@H](Cc2ccccc2)C(=O)CCl)cc1	?	6.31µM*	3.16µM*	-31.5%[inhibitor]
COc1ccc(Cn2nnc(C(=O)Nc3ccc(F)cc3)c2N)cc1	2.7%	-2.8%	3.4%	-5.8%
COc1cccc(-c2nc(CS(=O)(=O)CC(=O)Nc3ccc(C)c(Cl)c3)c(C)o2)c1	1.9%	11.4%	?	6.9%[10.9 µM]
Clc1cnccn1	0.4%[25.6 µM]	1.0%[20.6 µM]	3.9%[20.6 µM]	-0.4%[16.8 µM]
CCOc1ccc(NC(=O)NCCN2C(C)CCCC2C)cc1 (stereo not drawn)	-0.6%	6.3%	9.0%	-9.6%
CCOC(=O)c1ccc(N2C(=O)CC(N3CCC(C(=O)OCC)CC3)C2=O)cc1 (stereo not drawn)	3.4%	-3.2%	2.7%	-0.2%
Cc1[nH]n(CCC#N)c(=O)c1CC(=O)N1CCN(c2ccccc2)CC1	1.3%	-1.3%	4.3%	0.3%
N/N=C1/CC(=O)NC(=O)N1	?	8.1%[9.22 µM]	6.7%[9.22 µM]	-7.3%[10.9 µM]
O=C(NC(Nc1ncccn1)C(=O)c1ccccc1)c1ccccc1 (stereo not drawn)	1.6%	2.4%	-1.7%	-11.2%
CCOC(=O)c1nn(-c2ccccc2)c(=O)c(C#N)c1C	-0.3%	7.1%	5.3%	·
Cn1c(C(=O)N2CCc3ccccc3C2)cc2oc3ccccc3c21	·	-15.5%	-15.2%	·
O=C(NCCc1csc(-c2cccnc2)n1)c1cccs1	-0.2%	-9.0%	-12.5%	-16.7%
CCC(=O)Nc1ccc(C(=O)CSc2nnc(-c3cccnc3)o2)cc1	0.6%	8.1%	12.6%	2.0%
CC(=O)c1ccc(NC(=O)CC2Nc3cc(C)c(C)cc3NC2=O)cc1 (stereo not drawn)	2.5%	7.8%	-13.9%	-6.9%[10.9 µM]
CCN(CC)CCCNc1cc2n(c(=O)n1)CCc1cc(OC)c(OC)cc1-2	-0.9%	-4.2%	3.5%	3.4%
Cc1ccc2oc(NC(=O)N3CCOCC3)cc(=O)c2c1	?	-6.3%	0.6%	-2.1%
Cc1cc2c(nc1C)CCCCN2C[C@H](C)O/N=C1/[C@H]2O[C@@H]2[C@@H](O)[C@H]2[C@H]1CCn1c(=O)n(-c3ccccc3)c(=O)n12	·	9.9%[9.22 µM]	?	·
CCOC(=O)c1c(NC(=O)c2ccc(Br)o2)sc2c1CCCC2	3.9%	-2.7%	7.9%	0.3%
COc1cc(-c2nc(-c3cccc(C(F)(F)F)c3)no2)cc(OC)c1OC	-1.2%	-8.2%	-12.3%	-13.1%
N#Cc1ccccc1NC(=O)c1ccccc1OCC(=O)NCc1ccco1	-5.1%	2.0%	3.1%	-5.1%
Cc1ccc(-n2ncc(C#N)c2/N=C/N2CCCCCC2)cc1	1.8%	-2.0%	13.1%	-7.3%
Cc1noc(C)c1COc1ccc(C(=O)OC(C)C(=O)Nc2ccc(N3CCOCC3)cc2)cc1 (stereo not drawn)	0.4%	4.4%	-22.7%	-6.2%
COc1ccc(-c2cc(C)no2)cc1S(=O)(=O)N1CCOc2ccc(Cl)cc21	-0.1%	-8.4%	?	-11.2%[10.9 µM]
CCNC(=O)c1c(C)nc2ccccn12	-1.3%	3.9%	7.5%	1.7%
CC(=O)Oc1c(S(=O)(=O)c2ccccc2)c(C)nn1C(C)(C)C	?	7.5%	7.7%	-2.0%
CC(=O)c1ccc(NC(=O)Cn2c(=O)oc3cc(S(=O)(=O)N4CCCCC4)ccc32)cc1	0.1%	-2.8%	-1.5%	15.6%[10.9 µM]
CC(C)(C)n1ncc2c(=O)n(CC(=O)Nc3ccc4c(c3)OCO4)cnc21	0.9%	-19.6%	-0.8%	2.1%
COc1cc(S(=O)(=O)NCc2ccc3c(c2)OCO3)ccc1Cl	-1.1%	7.1%	2.0%	-1.7%
Cc1ccc(-n2ncc(C(=O)NCc3ccco3)c2C2CCN(C(=O)OC(C)(C)C)CC2)c(C)c1	?	6.4%	1.3%	8.2%[10.9 µM]
CNS(=O)(=O)c1cn(CC(=O)N2CCN(c3ccc(Cl)cc3)CC2)cc1S(=O)(=O)NC	-1.5%	2.4%	-14.1%	-0.6%[10.9 µM]

An excerpt from above in order of their number in IkB sig inh, lowest first:
canonical_smiles | IkB sig inh
CNS(=O)(=O)c1cn(CC(=O)N2CCN(c3ccc(Cl)cc3)CC2)cc1S(=O)(=O)NC | -1.5%
COc1cc(-c2nc(-c3cccc(C(F)(F)F)c3)no2)cc(OC)c1OC | -1.2%
COc1cc(S(=O)(=O)NCc2ccc3c(c2)OCO3)ccc1Cl | -1.1%

The listing continues.
SMILES	IkB sig inh	p53ts 32C tox	p53ts 39C tox	Peg3 imprint
Cc1ccc(NC(=O)CN2C(=O)COc3ccc(S(=O)(=O)N4CCCCCC4)cc32)cc1Cl	?	18.1%	2.3%	-12.2%[10.9 µM]
CC(C)(C)n1nc2c(c1NC(=O)c1ccc(S(=O)(=O)N3CCCCC3)cc1)CS(=O)C2 (stereo not drawn)	-0.6%	-0.6%	7.9%	-8.4%
COCCNC(=O)COc1ccc(C)c(C)c1	-0.8%	-7.8%	0.7%	-1.8%
Cc1ccc(C)c(Cn2c(-c3cccs3)nc3ccccc32)c1	4.0%	15.6%	-58.7%	-8.4%[10.9 µM]
CC(C)(C)C(=O)Nc1nc(-c2ccccc2)ns1	·	-23.4%	-27.4%	·
CN(C)C(=O)c1ccc2c(c1)N(CC(=O)NCc1ccc(F)cc1)C(=O)C1CCCCN21 (stereo not drawn)	0.7%	-7.0%	-5.7%	-12.1%[10.9 µM]
Cc1nc2c(C)cccn2c1/C(O)=C1\C(=O)C(=O)N(CCN(C)C)C1c1ccncc1 (stereo not drawn)	1.7%	-4.6%	2.7%	-3.5%
COc1ccc(C(=O)Nc2cc(-c3ccccc3)nn2-c2ccccc2)cc1	-1.1%	9.2%	-3.9%	-0.7%[10.9 µM]
CCOC(=O)c1ccc(NC(=O)N2CCN(S(C)(=O)=O)CC2)cc1	1.7%	0.0%	11.1%	2.7%
Cc1cc(NS(=O)(=O)c2ccc(NC(=O)CCCOc3ccccc3)cc2)no1	-1.2%	-13.8%	-7.0%	-6.6%
CC(NS(=O)(=O)c1ccc(F)cc1)C(=O)NCc1ccncc1 (stereo not drawn)	0.1%	-1.8%	3.7%	10.5%
O=C(CN1C(=O)c2ccccc2C1=O)Nc1ccc(S(=O)(=O)NCC2CCCO2)cc1 (stereo not drawn)	1.2%	6.2%	16.1%	-0.3%
O=P(O)(O)c1ccccc1OCCOCCOc1ccccc1P(=O)(O)O	-1.3%	19.9%	-6.1%	-4.0%
CCOc1ccccc1CNC(=O)c1oc2c(c1C)-c1[nH]ncc1CC2	-1.4%	-0.7%	27.0%	-16.0%[10.9 µM]
Cc1nc(-c2cnn(-c3ccccc3)c2)c2cc(C)oc2n1	-1.7%	-3.1%	-5.1%	12.9%

Profiles, looked up by structure. Screens in order: IkB sig inh | p53ts 32C tox | p53ts 39C tox | Peg3 imprint
`O=C(Nc1ccc(S(=O)(=O)N(Cc2ccccc2)c2ccccc2)cc1)c1ccc(F)cc1` is entered as ? | -5.2% | 5.9% | -20.5%[10.9 µM]
`N#Cc1ccccc1NC(=O)c1ccccc1OCC(=O)NCc1ccco1` is entered as -5.1% | 2.0% | 3.1% | -5.1%
`CCOc1ccccc1CNC(=O)c1oc2c(c1C)-c1[nH]ncc1CC2` is entered as -1.4% | -0.7% | 27.0% | -16.0%[10.9 µM]
`CC(C)(C)n1ncc2c(=O)n(CC(=O)Nc3ccc4c(c3)OCO4)cnc21` is entered as 0.9% | -19.6% | -0.8% | 2.1%

(list continues)
SMILES	IkB sig inh	p53ts 32C tox	p53ts 39C tox	Peg3 imprint
Clc1ccc(OCc2nc(-c3ccncc3)no2)c(Cl)c1	?	?	?	-25.4%
O=C(Nc1nc2c(s1)CCCC2)c1ccccc1F	?	7.94µM*	10µM*	-83.6%[inhibitor][10.9 µM]
Cc1cccc(-c2noc(CCC(=O)Nc3ccccc3)n2)c1	?	-3.0%	-6.7%	-53.4%[inhibitor]
CCN(CC)C(=O)CSc1nnc(-c2ccc(S(=O)(=O)NCc3ccccc3Cl)cc2)o1	0.1%	2.8%	-2.3%	-3.5%
CCOc1ccc(-c2cn3c(n2)sc2cc(C(=O)NCCCN(CC)CC)ccc23)cc1	-0.7%	6.4%	15.3%	-11.9%[10.9 µM]
O=c1[nH]n(-c2cccc3cccnc23)c(=O)c2ccccc12	-2.3%	4.5%	-7.3%	24.4%
COc1ccccc1N(CC(=O)NCc1ccccc1)C(=O)CCC(=O)Nc1ccccn1	·	9.9%	7.7%	·
Cc1nc2c(C(=O)NCc3ccc(F)cc3)c[nH]n2c(=O)c1Cl	0.6%	6.5%	-20.0%	-11.6%
CCc1ccccc1NC(=O)c1ccc2c(SCC(=O)O)c3c(nc2c1)CCC3	8.1%	-19.2%	-2.7%	17.6%[10.9 µM]
Cc1cc2oc(=O)cc(CN3CCC(C)CC3)c2c(C)c1Cl	6.0%	-5.8%	-7.2%	5.3%
Cc1cccc(C(=O)Nc2ccc(OCc3cc(=O)n4ccc(C)cc4n3)cc2)c1	-1.7%	1.0%	-17.4%	-5.0%[10.9 µM]
COc1ccc(CNC(=O)c2ccc(-c3nc(CSc4ccccc4)c(C)o3)cc2)c(OC)c1	?	6.9%	-10.0%	-4.4%[10.9 µM]
Cc1ccc(Cn2c(=O)c3cccnc3n(CC(=O)Nc3cccc(C(F)(F)F)c3)c2=O)cc1	?	3.6%	-34.3%	9.7%[10.9 µM]
CCOc1cccc(CC(=O)N2CCc3c([nH]c4ccccc34)C2c2ccc(SC)cc2)c1OCC (stereo not drawn)	1.2%	16.1%	-3.9%	11.0%[10.9 µM]
COc1ccc(NC(=O)c2nc(S(C)(=O)=O)ncc2N(Cc2ccc(C)cc2)Cc2ccco2)cc1Cl	0.3%	9.3%	0.0%	-13.5%[10.9 µM]
Cc1ccccc1NC(=O)Nc1nnc(N2CCCCCC2)s1	?	1.9%	25.7%	-15.7%[10.9 µM]
C/C(=N\NC(=O)CCc1c[nH]c2ccccc12)c1cccc([N+](=O)[O-])c1	·	?	4.8%	·
CCN(CC)CCNC(=O)c1cc(S(C)(=O)=O)ccc1OC	2.7%[25.6 µM]	-6.2%	5.7%	-4.6%
CC1CCCCN1C(=O)c1ccc2c(c1)N(Cc1cccc(Cl)c1)C(=O)c1ccccc1S2=O (stereo not drawn)	3.7%	26.7%	4.8%	-9.7%[10.9 µM]
